Screens from PubChem.
tim10-1 inh – inhibits growth of tim10-1 mutant yeast; inhibition, % at 20 µM; actives 2.2% (n = 330,000); S. cerevisiae tim10-1 ts strain growth, BacTiter-Glo, 24 h; AID 463190;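 active means inhibition of at least 40%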;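 further: mutant grown at 25 °C; 0% = DMSO wells with yeast and 100% = wells holding no yeast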
mIAP activ – increases mouse intestinal alkaline phosphatase activity; activation factor at 10 µM; muIAP, CDP-Star luminescence, 30 min; hits give high values; 1 = vehicle-only enzyme signal, 0 = enzyme-free wells; actives 0.24% (n = 330,000);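 active means activation factor of at least 2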; further: the source names both 10 and 20 µM as test concentration; values of inactives mirror those of a sister screen read the other way
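Assay system: mouse IAP enzyme; Reagent: CDP-Star chemiluminescent phosphatase substrate; Compound: DMSO-dissolved test compounds; Incubation: 30 min, room temperature; Technique: luminescence from enzymatic CDP-Star hydrolysis; Controls: DMSO-only wells and no-enzyme negative control.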
NALP3 yeast inh – NALP3 inhibition in yeast | inhibition, % at 10 µM | Yeast reconstituted NLRP3/ASC/caspase-1, beta-gal luminescence, 24 h | actives 0.39% (n = 330,000);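 active means inhibition of 50% or more; inactive means inhibition below 50%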;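 further: plate controls were induced DMSO wells for no effect and uninduced yeast grown without galactose for full effect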
hIAP block – human IAP inhibition. purified IAP, CDP-Star luminescence, 30 min. inhibition, % at 10 µM. P09923. AID 2544. actives 0.12% (n = 330,000);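 active means inhibition reaching a set limit with compound at 10 µM in the primary screen, cut at about 35% in these data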;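 further: plate controls were DMSO wells with enzyme for no effect and no-enzyme buffer wells for full effect; values of inactives mirror those of a sister screen read the other way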
Target sequence (P09923 whole entry, looked up): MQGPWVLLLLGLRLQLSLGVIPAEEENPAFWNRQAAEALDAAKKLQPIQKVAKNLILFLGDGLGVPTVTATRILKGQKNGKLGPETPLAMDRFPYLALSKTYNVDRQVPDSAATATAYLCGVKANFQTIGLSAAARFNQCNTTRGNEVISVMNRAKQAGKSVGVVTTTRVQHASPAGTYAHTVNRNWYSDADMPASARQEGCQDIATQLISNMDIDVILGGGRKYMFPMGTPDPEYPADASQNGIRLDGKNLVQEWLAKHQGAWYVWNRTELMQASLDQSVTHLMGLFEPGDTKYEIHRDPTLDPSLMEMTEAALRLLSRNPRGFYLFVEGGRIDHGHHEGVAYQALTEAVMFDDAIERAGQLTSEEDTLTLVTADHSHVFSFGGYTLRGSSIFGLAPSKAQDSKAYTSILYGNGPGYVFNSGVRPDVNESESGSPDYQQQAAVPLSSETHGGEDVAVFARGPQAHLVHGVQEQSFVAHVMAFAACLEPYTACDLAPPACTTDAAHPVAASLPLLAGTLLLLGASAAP
TIM10 inh – growth inhibitors of TIM10 yeast strain | S. cerevisiae TIM10 strain growth, BacTiter-Glo luminescence, 24 h | inhibition, % at 10 µM | actives 1.4% (n = 330,000) | AID 463195;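 active means inhibition of 40% or more at the single tested concentration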;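 further: wild-type TIM10 isogenic control strain grown at permissive 25 °C; 0% = DMSO yeast wells and 100% = minimal medium wells without yeast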
A3G deaminase – inhibitors of human APOBEC3G DNA deaminase. recombinant A3G, ssDNA deamination FAM/TAMRA fluorescence. inhibition, % at 20 µM. actives 0.28% (n = 330,000). AID 493012;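 active means inhibition of at least 40% at 20 µM, with no more than 30% in the related APOBEC3A deaminase screen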;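 further: plate controls were DMSO wells with A3G for no effect and wells lacking A3G enzyme for full effect; some compounds called inactive have numbers as strong as hits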
beta cell repl – induces beta-cell replication in MIN6 cells; MIN6 cells proliferation, ATPlite luminescence, 48 h; cells starved in 0.2% serum; 100% = growth in 10% serum; proliferation, % at 10 µM; actives 0.29% (n = 330,000); AID 2380;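 active means compounds whose signal lies at least 3.5 SD above the mean of all wells on their plate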;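 further: 0% = DMSO-treated cells in low-serum medium and 100% = 10% serum control; some compounds called inactive have numbers as strong as hits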
mIAP block – mouse IAP inhibition. inhibition, % at 10 µM. actives 0.2% (n = 330,000). purified mouse IAP, CDP-Star luminescence, 30 min. AID 2806;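 active means inhibition of at least 40% at 10 µM in the primary screen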;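 further: plate controls were DMSO with enzyme for no effect and no enzyme wells for full effect; values of inactives mirror those of a sister screen read the other way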
APOBEC3A inh – inhibitors of human APOBEC3A DNA deaminase. P31941. recombinant A3A, FAM/TAMRA ssDNA deamination fluorescence. inhibition, % at 20 µM. actives 0.41% (n = 330,000). AID 493011;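 active means at least 40% inhibition at 20 µM here, with at most 30% in a related deaminase screen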;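 further: plate controls were A3A with DMSO for no effect and wells lacking A3A enzyme for full effect; some results filed as inactive read as strong as hits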
Target sequence (P31941 whole entry, looked up): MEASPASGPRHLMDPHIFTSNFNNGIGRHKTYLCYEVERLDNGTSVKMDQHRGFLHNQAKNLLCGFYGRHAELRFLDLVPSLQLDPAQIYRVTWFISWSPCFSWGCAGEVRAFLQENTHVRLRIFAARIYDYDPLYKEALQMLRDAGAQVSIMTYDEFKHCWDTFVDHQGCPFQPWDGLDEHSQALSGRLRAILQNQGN
An asterisk follows results filed as active.

Structure	tim10-1 inh	mIAP activ	NALP3 yeast inh	hIAP block	TIM10 inh	A3G deaminase	beta cell repl	mIAP block	APOBEC3A inh
Clc1nc(N2CCOCC2)ncc1Br	-4	1	1	-2	12	-4	-2	-2	-2
O=C(CCCn1c(=O)oc2ccccc21)Nc1ccccc1	-2	1	15	-2	0	-9	-1	0	-4
CCOc1ccc(CNC(=O)C(C)n2ccc3cc(S(=O)(=O)N4CCCC4)ccc32)cc1 (stereo not given)	-12	1.4	5	-28	2	1	-4	-38	1
N/C(=N\c1nc2ccccc2o1)NC(=O)c1ccc([N+](=O)[O-])cc1	-10	1	15	10	-8	-5	-3	0	3
COc1ccccc1-n1ccnc(SCC(=O)NC2CCCC2)c1=O	16	0.79	8	-22	9	2	0	21	-4
C=CCn1c(CCC(=O)O)ccc1-c1ccc(OC)cc1	6	0.96	9	13	3	-4	-2	4	-2
CN1CCN(S(=O)(=O)c2ccc(NC(=S)NC(=O)C(C)(C)C)cc2)CC1	24	1.1	17	1	0	-4	-3	-15	0
CS(=O)(=O)c1ccc(Cl)c(C(=O)O)c1	-6	0.99	-5	-16	-10	-8	-4	1	-7
Cc1ccccc1Nc1nc(N)nc(COC(=O)C2CCCCC2)n1	25	1	13	-10	-2	4	0	-4	1
COc1ccc(OC)c(C2C(C(=O)Nc3cccnc3)=C(C)NC3=C2C(=O)CCC3)c1 (stereo not given)	-4	1.1	-1	-4	8	-7	1	-6	-5
CCN(C(=O)CSc1nc(-c2ccccc2)cn1N)c1c(N)n(Cc2ccccc2)c(=O)[nH]c1=O	-7	0.98	1	-16	-3	-12	2	2	-2
O=C(/C=C/Nc1ccc(F)cc1F)c1cccs1	9	0.89	27	9	26	-6	-5	11	-2
Cc1cc(NC(=O)CSc2nc(N)c(NC(=O)c3ccco3)c(=O)[nH]2)no1	-7	1.1	5	-11	-22	-4	-1	-12	-6
C=CCn1c(C)cc(C(=O)CSc2nnc(C3CC3)n2C2CC2)c1C	1	1.1	2	16	-3	-3	-2	-10	-3
CCOc1ccc(C2C(C(=O)OC)=CN(C(C)c3ccccc3)C=C2C(=O)OC)cc1 (stereo not given)	23	1.2	5	-27	15	-11	-6	-20	-4
O=C(NCCN1CCOCC1)c1cc(-c2ccco2)on1	8	1.1	9	8	-16	-5	-2	-5	2
COc1ccc(/C=N/NC(=O)c2ccccc2OCc2ccccc2)c(OC)c1	36	1.1	9	15	-8	-6	-1	-6	0
C=CCOC(=O)CCC(=O)Nc1cccc2ccccc12	0	1.1	-19	5	-3	-5	1	-12	-3
CC(C)=CC(=O)Nc1ccc(OCc2ccccc2)cc1	10	0.99	27	-22	32	-5	-1	1	0
COc1ccc(S(=O)(=O)NCCOc2ccccc2)cc1-n1cnnn1	5	0.95	2	5	10	-4	2	5	-2
Brc1ccc(-c2nn3c(-c4ccco4)nnc3s2)o1	37	0.68	15	7	13	1	5	32	8
Cc1ccc(C)c(NC(=O)Cn2c([N+](=O)[O-])cnc2C)c1	13	0.95	5	6	-3	-2	-2	5	1
Cn1cccc1C1C(C#N)=C(N)OC2=C1C(=O)CCC2 (stereo not given)	-1	0.95	0	19	12	-4	-4	5	-1
CC(OC(=O)CC1CCCCC1)C(=O)Nc1ccc(F)cc1 (stereo not given)	-11	1.1	34	-33	-1	-10	5	-7	-2
O=C(c1cccnc1)N1C2CCC1CC(O)(c1ccc(F)cc1)C2 (stereo not given)	1	0.98	10	5	3	-3	0	2	-2

The results go on:
Structure	tim10-1 inh	mIAP activ	NALP3 yeast inh	hIAP block	TIM10 inh	A3G deaminase	beta cell repl	mIAP block	APOBEC3A inh
Cn1c(N)c(C(=O)COC(=O)c2cccc(S(=O)(=O)N3CCCCC3)c2)c(=O)n(C)c1=O	4	1.1	-1	-5	-1	-9	-4	-6	2
CC1CCN(S(=O)(=O)c2ccc(C(=O)Nc3nnc(C4=COCCO4)o3)cc2)CC1	4	0.88	-4	-16	-2	-3	-5	12	0
CCN(CC)c1ccc2cc(S(=O)(=O)c3ccc(Cl)cc3)c(=O)oc2c1	-4	1	13	-1	-26	-4	-4	-2	1
CCCCOC(=O)c1nc(Cl)c(Cl)c(N)c1Cl	28	0.98	1	-8	2	0	2	2	-3
Cc1cc(C(=O)NNS(=O)(=O)c2ccccc2C(F)(F)F)nn1C(C)(C)C	6	0.98	5	12	16	-3	1	2	-1
COc1ccccc1NC(=S)N(Cc1cccnc1)Cc1ccco1	12	0.95	4	4	-21	-3	0	5	0
C=CCn1c(C)nnc1SCC(=O)NC1CC1	-2	0.97	10	0	5	-8	-2	3	-4
Cc1ccc(N2C(=O)CC(Sc3ncccn3)C2=O)cc1C (stereo not given)	9	1.1	22	-8	-1	-4	-3	-13	0
Cc1ccc(NC(=O)COC(=O)c2ccc(Cl)nc2)cc1S(=O)(=O)N1CCCCC1	9	1	5	-5	0	3	-2	-3	10
O=C(CNC(=O)c1ccc2c(c1)OCO2)N/N=C/c1cc(Br)ccc1O	-2	0.92	-20	-52	11	-2	0	8	0
CC(C)(C)c1ccc(C(=O)Nc2nonc2-c2nc3ccccc3[nH]2)cc1	-2	0.74	11	13	-5	-4	0	26	-1
CC(OC(=O)c1ccc2ncsc2c1)C(=O)N(C)C1CCCCC1 (stereo not given)	17	1	17	-10	12	-1	-4	-2	1
C=CCNc1nc(=S)[nH]c2cc(OC)c(OC)cc12	21	0.92	10	-9	3	-5	0	8	-1
COc1ccc(CCNC(=O)c2cc(C)oc2C)cc1	14	1.1	28	5	19	0	-3	-9	-2
Cc1noc(/C=C/N(C)C)c1S(=O)(=O)N1CCCC(C(=O)NCc2ccc(Cl)cc2)C1 (stereo not given)	19	1.1	11	13	25	-6	-6	-6	-3
CCN(CC1COc2ccccc2O1)C(=S)Nc1ccc(F)cc1 (stereo not given)	45*	1.1	27	-11	32	-6	1	-5	-1
COc1cc(/C=N/NC(=O)c2cnn3c(C)cc(-c4ccccc4)nc23)ccc1O	2	1.2	7	-27	-11	-3	-2	-23	-1
S=c1[nH]ncc2ccccc12	1	0.98	25	3	-2	-1	1	2	-2
O=C(OC1CCS(=O)(=O)c2sccc21)c1ccccc1 (stereo not given)	3	0.88	2	-11	-1	-9	0	12	-5
COc1ccc(S(=O)(=O)NCC2CC3C=CC2C3)cc1OC (stereo not given)	-5	0.99	12	4	5	-9	-1	1	-2
CCCn1nnc(NC(=O)c2cc(Br)ccc2OC)n1	-6	1	26	20	6	3	-2	-1	-3
COC(CNC(=O)C1CCC(CNS(=O)(=O)c2c(C)cc(C)cc2C)CC1)OC (stereo not given)	20	1	20	-2	5	-7	-3	-4	-2
O=C(N/N=C/c1ccc([N+](=O)[O-])cc1)c1cc2ccccc2o1	8	0.99	17	19	12	12	0	1	6
O=C(O)c1ccc2c(c1)N(Cc1ccccc1)C(=O)c1ccccc1S2=O (stereo not given)	-20	1.1	-8	12	-34	-1	3	-8	0
NC(=O)CC(NC(=O)c1ccc(Br)cc1)c1ccc(NC2CCCCCC2)c([N+](=O)[O-])c1 (stereo not given)	7	0.91	23	20	11	-5	-8	9	0

Next compounds:
Structure	tim10-1 inh	mIAP activ	NALP3 yeast inh	hIAP block	TIM10 inh	A3G deaminase	beta cell repl	mIAP block	APOBEC3A inh
CS(=O)(=O)N(Cc1ccc(Cl)cc1)c1ccc(C(=O)NCCC2=CCCCC2)cc1	-1	1.1	-1	0	4	1	-1	-13	5
C#CCOCCOCCOCCNc1nc(N2CCN(C(=O)[C@H](CCC(=O)O)n3cc([C@@H](N)[C@H](C)CC)nn3)CC2)nc(N2CCN(C(=O)[C@H](CCC(=O)O)n3cc([C@@H](N)CCSC)nn3)CC2)n1	10	1.1	7	-18	14	-1	-3	-6	-3
CCC(=O)/C=C1\Sc2ccc(OC)cc2N1CCO	17	0.91	18	1	2	-2	1	9	1
Cc1ccc(C2NC(=O)c3sc(=S)n(-c4ccccc4)c3N2)cc1 (stereo not given)	9	0.91	23	19	16	-8	-3	9	0
COc1ccc(-c2cc(C(F)(F)F)nc(-n3ccnc3C)n2)cc1	8	0.86	18	6	19	1	0	14	-1
CC(Cc1cccs1)NC(=S)Nc1ccc(Cl)cc1 (stereo not given)	28	2	26	1	36	1	-6	-98	-2
O=C(NCc1nnc2c(C(F)(F)F)cc(Cl)cn12)c1cccnc1	0	1	12	-10	8	-3	1	-1	-1
Cc1sc(NC(=O)c2cc(-c3ccc(Cl)cc3)nc3ccccc23)c(C(N)=O)c1C	21	0.85	15	-17	5	-3	-5	15	-3
CCCCNC(=O)Cc1ccc(C)cc1	5	1.1	17	-18	-7	-2	-1	-7	-1
CC(C)[C@H](NC(=O)N1CCn2c1nc1ccccc12)C(=O)NC1CCCCC1	31	0.96	-8	-7	17	-8	-4	4	-7
COc1cc(Cl)ccc1OCc1cc(C(=O)N(C)Cc2cccc3cnccc23)no1	20	1	22	-4	7	1	-2	0	1
COc1ccccc1C(=O)Nc1ccc(S(=O)(=O)N2CCOCC2)cc1	19	1.1	14	6	19	-9	1	-9	-3
Cc1ccc(NC(=O)C(=O)NCc2ccc(/C=N/NC(=O)c3c(C)nc4ccccn34)o2)cc1	27	0.95	8	25	18	0	0	5	3
O=C(/C=C/c1ccccc1)Nc1cc(S(=O)(=O)N2CCOCC2)ccc1N1CCOCC1	-3	1	1	18	5	0	3	0	2
Cc1cc(S(=O)(=O)NCc2ccccc2)ccc1OCC(=O)NCc1ccccn1	-7	0.99	2	-2	4	-7	-4	1	-1
O=C(Cc1ccc(-n2c(=O)c3ccccc3n(Cc3ccc(F)cc3)c2=O)cc1)NCC1CCCO1 (stereo not given)	11	1.1	9	-5	1	-5	0	-10	2
COCCN(C(=O)CSc1nncn1-c1ccccc1)c1c(N)n(Cc2ccccc2)c(=O)[nH]c1=O	19	0.96	2	-3	-19	-2	-2	4	-2
Cc1ccc(N(C)S(=O)(=O)c2csc(C(N)=O)c2)cc1C	-9	1	4	-22	28	0	-1	-3	-1
Cc1ccc(-n2nc(C)c3c2OC(N)=C(C#N)C3c2ccco2)cc1 (stereo not given)	18	0.98	9	10	9	-2	-2	2	-4
O=C(NC1CCCC1)C(c1ccc(F)cc1)N(Cc1ccc(Cl)cc1)C(=O)CCl (stereo not given)	32	1.1	-3	-2	42*	-7	-5	-6	-2
CCCN(CCC)C(=O)NC1CC(=O)N(c2ccc(OC)cc2)C1 (stereo not given)	16	0.91	9	9	10	-8	-1	9	-3
O=C(CCNS(=O)(=O)c1ccccc1)NNC(=O)COc1ccc(Cl)cc1	1	0.7	14	-40	-1	-7	1	30	-5
CC(C)CCOP(=O)(c1ccc(N(C)C)cc1)C(O)c1ccccc1 (stereo not given)	39	1.1	16	-12	33	-6	-3	-10	-6
Cc1ccc2c(c1)C1CN(C)CCC1N2S(=O)(=O)c1ccc(C#N)cc1 (stereo not given)	3	0.85	18	11	6	0	-5	15	1

A draw from above in order of heavy-atom count, lowest first.
Structure	tim10-1 inh	mIAP activ	NALP3 yeast inh	hIAP block	TIM10 inh	A3G deaminase	beta cell repl	mIAP block	APOBEC3A inh
Cc1ccc(N(C)S(=O)(=O)c2csc(C(N)=O)c2)cc1C	-9	1	4	-22	28	0	-1	-3	-1
Cc1ccc(-n2nc(C)c3c2OC(N)=C(C#N)C3c2ccco2)cc1 (stereo not given)	18	0.98	9	10	9	-2	-2	2	-4
O=C(Cc1ccc(-n2c(=O)c3ccccc3n(Cc3ccc(F)cc3)c2=O)cc1)NCC1CCCO1 (stereo not given)	11	1.1	9	-5	1	-5	0	-10	2

This is a random part of the collection, and some 4.6% of all compounds hit somewhere here.
